Peg3 imprint: induces erasure of genomic imprints in mouse ES cells | Potency, µM (series often up to 60.7 µM), for the others: at the top dose activity change, positive = activation, usual class: activators | hit rate 0.02% among 110,000 | mouse ES Peg3-LacZ reporter, beta-gal luminescence, 40 h;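 note: 0% = negative control wells on the plate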
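Each well holds 300 Peg3LacZ-Neo (maternal) female ES cells incubated 40 h at 37C, 5% CO2. LacZ is measured by BetaGlo luminescence, with AC50 and maximum efficacy derived from dose-response curves.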
IkB signaling: suppresses IkB signaling in ABC-DLBCL reporter cells | AID 445 | Potency, µM (doses to about 57.1 µM), for inactives: top-dose IkBa stabilization activation | hit rate 0.04% among 110,000 | ABC-DLBCL IkBa-CBG/CBR dual luciferase ratio, 4 h; response scale: scaled: untreated 0%, proteasome inhibitor 100%; active = well fitted curve in the direction sought with a large enough effect in the signal ratio, not every such curve was filed as active; inconclusive = small, poorly fitted or top-dose-only effect, or a change in a side signal; the % refers to the signal ratio;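 note: the direction sought is a rising ratio; 0% = basal untreated cells and 100% = reference inhibitor full response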
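In this assay, an IκBα–CBG68 fusion accumulates when IKK-driven degradation is blocked; native CBR normalizes for cell number. OCI-Ly3 cells were treated 4 h with compound and doxycycline, then green and red light read after Chroma-Glo addition.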
p53ts 32C kill: kills p53ts cells at the permissive temperature | H1299-p53A138V at 32C, ATP luminescence viability, 24 h | Potency, µM (doses to about 46.1 µM), for the others: at the top dose activity change, negative = cytotoxicity, most hits filed as cytotoxic | hit rate 0.93% among 130,000 | AID 924;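 note: 0% = DMSO and -100% = full killing by reference compound; nearly all actives have a fitted effect of over 55% in size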
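Viability by ATPlite luminescence after 24 h compound treatment (up to 46 uM) at the permissive 32C. Cells are H1299 carrying p53 A138V. Scale runs from DMSO basal to 100 uM tamoxifen as full kill; AC50 from Hill fits.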
p53ts 39C tox: p53ts cell cytotoxicity, nonpermissive temperature; H1299-p53A138V viability at 39C, ATP luminescence, 24 h; Potency, µM (doses to about 46.1 µM), without a hit: at the top dose activity change, negative = cell killing, actives largely listed as cytotoxic; hit rate 1.5% among 130,000; note: nearly all actives have a fitted effect of over 55% in size
* = called active by the depositor; ? = inconclusive; · = not tested or not shown; [ ] = dose if it differs, or a comment. Unless noted, calls come from the whole dose curve; as a rule, active = well fitted curve in the direction sought with a large enough effect; inconclusive = small, poorly fitted or top-dose-only effect, or another doubt; inactive = no such curve, though single readings can be large; an effect the other way counts as inactive or inconclusive. Unless noted, % is set by controls: 0 for no effect and ±100 for the full control effect; potency is the fitted concentration of half-maximal effect.

| no. | canonical_smiles | Peg3 imprint | IkB signaling | p53ts 32C kill | p53ts 39C tox |
| --- | --- | --- | --- | --- | --- |
| 1 | CN(C)c1ccc(C2C3C(=O)NC(=O)C3ON2c2ccc(Cl)cc2)cc1 (configuration not stated) | -4% | -1.6% | 5% | -3% |
| 2 | COCCNC(=O)c1ccc(CS(=O)(=O)c2ccc(C)cc2)o1 | -8% | -1.8% | 9% | 10% |
| 3 | Cc1csc2nc(COC(=O)c3ccccc3NC(=O)c3ccc(C(C)(C)C)cc3)cc(=O)n12 | -8%[10.9 µM] | -1.1% | -11% | -8% |
| 4 | Cc1ccc(-n2nc(C)c3c(C)c(CCC(=O)NC(C)c4ccccc4)c(C)nc32)cc1 (configuration not stated) | 8%[10.9 µM] | ? | 2% | -6% |
| 5 | Cc1cc(-n2nc(C)cc2C)n2ncc(-c3ccccc3)c2n1 | -3% | -2.5% | 2% | -1% |
| 6 | Cc1ccc(NC(=O)CCS(=O)(=O)c2ccc3nc(C)sc3c2)cc1 | -12%[10.9 µM] | 0.3% | 7% | -14% |
| 7 | Cc1cccc(CSc2nc3c(cc2C#N)CCC3)c1 | · | · | -12% | -6% |
| 8 | CCOc1ccc(-c2cc(NC(=O)c3c(F)cccc3F)c(C(=O)OC)s2)cc1 | -8%[10.9 µM] | -0.3% | -5% | -6% |
| 9 | CCOc1ccc(Nc2c3c(nc4nncn24)CCC3)cc1 | -2%[10.9 µM] | -0.8% | 10% | ? |
| 10 | Cc1ccc(C2=NN(CCC(=O)NCCc3cccc(C)c3)C(=O)CC2)cc1 | -16%[10.9 µM] | -3.9% | 1% | -6% |
| 11 | CCOC(=O)c1cccc(NC(c2nnc(-c3ccccc3)o2)c2ccccc2F)c1 (configuration not stated) | -5%[10.9 µM] | ? | 13% | -16% |
| 12 | CCCCOc1ccc(C(=O)NCCc2csc3nc(-c4ccccc4F)nn23)cc1 | -9%[10.9 µM] | ? | -11% | -10% |
| 13 | Cc1ccc(C)c(N2CCN(C(=O)C3CCN(c4nc(-c5ccc(C(C)C)cc5)no4)CC3)CC2)c1 | -13%[10.9 µM] | 15% | -18% | -22% |
| 14 | O=C(Nc1ccc2c(c1)oc1ccccc12)c1ccncc1 | -13% | 7.2% | -2% | -7% |
| 15 | O=C(c1cnccn1)N1CCC2(CCCN(Cc3ccncc3)C2)CC1 | · | 1.7%[11.4 µM] | -4% | -8% |
| 16 | O=C1CC2(CCCCC2)Oc2ccc(O)cc21 | -15% | 0.1% | 11% | 0% |
| 17 | CC(C)Sc1nc2c(cnn2-c2ccccc2)c(=O)[nH]1 | -15% | ? | -18% | ? |
| 18 | CCC(=O)N1CCc2cc(CNS(=O)(=O)c3cc(OC)ccc3OC)ccc21 | -4%[10.9 µM] | -0.1% | 6% | 13% |
| 19 | CCc1nn(CC(=O)NCCc2ccc(OC)cc2OC)c(=O)c2cc3c(OC)cccc3n12 | -13%[10.9 µM] | 0.3% | 1% | -18% |
| 20 | Cc1cccc(N2C(=O)CS(=O)(=O)C23C(=O)N(Cc2c(F)cccc2Cl)c2ccccc23)c1 (configuration not stated) | 9%[10.9 µM] | ? | 16% | 2% |
| 21 | Cc1cccc(C)c1NC(=O)CSc1nc(-c2ccco2)cc(C(F)(F)F)n1 | · | · | -1% | 9% |
| 22 | COc1ccc(CNC(=O)c2cnc3sc(N4CCOCC4)nn3c2=O)cc1 | -7%[10.9 µM] | 0.1% | -3% | 12% |
| 23 | CC1CN(C(=O)N2CCC(C(=O)N3CCN(c4ccccc4)CC3)CC2)c2cc(Cl)ccc2O1 (configuration not stated) | -12%[10.9 µM] | ? | 10% | ? |
| 24 | C=CCOC(=O)Nc1c(C(=O)OC)[nH]c2ccccc12 | -8% | -2.4% | 6% | 10% |
| 25 | CC(=O)N1CCCC1c1nc2ccccc2n1Cc1ccccc1 (configuration not stated) | 15%[10.9 µM] | 0.2% | 2% | 3% |
| 26 | CCOC(=O)COc1cc2c3c(c(=O)oc2cc1C)CCCC3 | -3% | -1.2% | 4% | 5% |
| 27 | COc1ccc(CCNC(=O)c2ccc(Cn3c(SCc4ccccc4)nc4cccnc43)cc2)cc1 | -19%[10.9 µM] | -0.8% | -4% | -15% |
| 28 | CCCN(CCC)C[C@@H]1CCCCN1CCNC(=O)N1c2ccccc2C(=O)Nc2cccnc21 | 1% | 0.2% | 5% | 8% |
| 29 | CC(C)c1ccc(CNc2nc(-c3ccco3)nn2S(=O)(=O)c2ccc(F)cc2)cc1 | -18%[10.9 µM] | ? | -12% | -21% |
| 30 | Cc1nn(Cc2ccc(Cl)cc2Cl)c(C)c1NC(=O)CCl | · | · | 18µM* | 5.6µM* |
| 31 | COc1ccc(S(=O)(=O)Cc2ccc(C(=O)NCCCN(C)c3ccccc3)o2)cc1 | -14% | 1.9% | 5% | 9% |
| 32 | CCOCCCNS(=O)(=O)Cc1ccccc1 | -6% | -0.4% | -4% | 3% |
| 33 | O=C1OCCC1Sc1nnc(-c2ccc(Cl)cc2)n1Cc1ccccc1 (configuration not stated) | · | · | 21% | 11% |
| 34 | O=C(O)CCC(=O)Nc1ccc(C(=O)OC2CCCCC2)cc1 | -29% | 20% | -19% | -19% |
| 35 | CC(C)(C)C1CCc2c(sc(NC(=O)c3ccccc3F)c2C(=O)N2CCCCC2)C1 (configuration not stated) | -19%[10.9 µM] | ? | 19% | -21% |
| 36 | COc1cccc2c1cc1c(=O)n(CC(=O)NCc3ccc(C)o3)nc(C)n12 | -4%[10.9 µM] | -1.2% | 8% | -6% |
| 37 | CC[C@H](C)[C@H](N)C1=N[C@H](C(=O)N[C@@H](CC(C)C)C(=O)N[C@@H](CCC(=O)O)C(=O)N[C@@H](C(=O)N[C@H]2CCCCNC(=O)[C@@H](CC(N)=O)NC(=O)[C@@H](CC(=O)O)NC(=O)[C@@H](Cc3cnc[nH]3)NC(=O)[C@@H](Cc3ccccc3)NC(=O)[C@@H]([C@@H](C)CC)NC(=O)[C@@H](CCCN)NC2=O)[C@@H](C)CC)CS1 | -4%[16.8 µM] | 1.5%[25.6 µM] | 1%[20.6 µM] | 13%[20.6 µM] |
| 38 | COc1ccc(S(=O)(=O)N2CCC(C(=O)NCc3ccccn3)CC2)cc1Cl | -10% | 0.2% | -2% | 7% |
| 39 | COc1ccc(S(=O)(=O)Nc2nnc(C)s2)cc1 | 4% | 1.4% | 0% | 0% |
| 40 | CCOC(=O)c1cnc2ccc(C)cc2c1Nc1ccc(N(CC)CC)cc1 | -13%[10.9 µM] | ? | -7% | 13µM* |
| 41 | Cc1ccc(CCNC(=O)c2nnn(-c3cc(C)cc(C)c3)c2N)cc1 | -19% | 1.8% | -4% | -14% |
| 42 | Cn1c(=O)n(CCCOc2ccc(Cl)cc2)c2ccccc21 | -10% | ? | -15% | -2% |
| 43 | CCCCNS(=O)(=O)c1ccc(C)c(-c2nnc3c4ccccc4c(C)nn23)c1 | -8%[10.9 µM] | ? | 9% | -7% |
| 44 | CN(C)c1cccc(C(=O)OCC(=O)NCC2CCCO2)c1 (configuration not stated) | 18% | 1.4% | 10% | 1% |
| 45 | O=C(Nc1ccc(F)cc1F)c1cc(CN2CCOCC2)on1 | -2%[10.9 µM] | ? | 2% | 5% |
| 46 | Cc1ccc(NC(=O)c2ccccc2Br)c(C(=O)c2ccccc2)c1 | -17%[10.9 µM] | ? | -10% | 2% |
| 47 | O=C(CN(C(=O)CCC(=O)Nc1nccs1)c1ccc2c(c1)OCCO2)NCc1ccco1 | 3% | -0.7% | 0% | 6% |
| 48 | COC(=O)CC1C(C)(C)C(=O)C2CC3=C4CC(=O)OC(c5ccoc5)[C@]4(C)CCC3[C@@]1(C)C2=O (some centres not stated) | -6% | · | 5% | -14% |
| 49 | COc1ccc(-c2nc3cnc(OCc4ccccc4)nc3n(CCC#N)c2=O)cc1 | -10% | -0.6%[11.4 µM] | 8% | -3% |
| 50 | CC(C)Nc1oc(-c2cccc3ccccc23)nc1C#N | -17% | -2.6% | -16% | -23% |
| 51 | COc1ccc(NC(=O)c2cccc(-n3cnnn3)c2)cc1 | -5% | -0.8% | -4% | -5% |
| 52 | Cc1c(Cl)cccc1NC(=O)CSc1ncccc1C(=O)Oc1ccccc1Cl | -13%[10.9 µM] | 0.1% | -10% | ? |
| 53 | Cc1ccc(N2CC(c3nc4ccccc4n3C)CC2=O)cc1C (configuration not stated) | -21% | 7.5% | -4% | -8% |
| 54 | CN1CCN(Cc2c(O)ccc3c(=O)c(Oc4ccccc4Cl)c(C(F)(F)F)oc23)CC1 | -9% | 1.5% | 21% | -4% |
| 55 | COc1cc(NC(=O)CCn2nc(C)cc2C)cc(OC)c1OC | -13%[10.9 µM] | -1.2% | -4% | -17% |
| 56 | CCc1ccc(C(=O)COC(=O)C(Cc2c[nH]c3ccccc23)NC(=O)c2ccc(CC)cc2)cc1 (configuration not stated) | -12%[10.9 µM] | ? | 16% | -16% |

Further compounds.
| no. | canonical_smiles | Peg3 imprint | IkB signaling | p53ts 32C kill | p53ts 39C tox |
| --- | --- | --- | --- | --- | --- |
| 57 | COc1ccccc1CNC(=O)CCC1N=C2c3ccccc3N=C(SCC(N)=O)N2C1=O (configuration not stated) | -10%[10.9 µM] | 0.1% | -2% | 2% |
| 58 | CCN(CC)c1ccc(C(=O)OCC(=O)N2CCN(c3ccccc3)CC2)cc1 | 12% | 0.3% | 4% | 2% |
| 59 | Cc1c(NS(=O)(=O)c2ccccc2)cc(Cl)c(O)c1C | · | · | 3% | 3% |
| 60 | Cc1cc(C)cc(NC(=O)CSc2nc3c(cnn3-c3ccc(F)cc3)c(=O)[nH]2)c1 | 4%[10.9 µM] | ? | 9% | 5% |
| 61 | CCn1c(=O)c(C(=O)Nc2ccc(C(C)=O)cc2)nc2ccccc21 | 2%[10.9 µM] | 2.0% | 10µM* | 13µM* |
| 62 | O=C(Nc1nnc(SCc2ccc(Cl)cc2)s1)c1ccco1 | 13% | -0.3% | 2% | 9% |
| 63 | Cc1cc(C(=O)N2CCCC2C(=O)O)c(C)o1 (configuration not stated) | -10% | -0.3% | 1% | 7% |
| 64 | COc1ccccc1-c1cc(C(=O)NCc2ccccc2)c2c(-c3ccc(C)cc3)[nH]nc2n1 | -16%[10.9 µM] | 1.2% | 7% | -5% |

Entries listed so far that have a Cl atom, in the order listed:
| no. | canonical_smiles | Peg3 imprint | IkB signaling | p53ts 32C kill | p53ts 39C tox |
| --- | --- | --- | --- | --- | --- |
| 1 | CN(C)c1ccc(C2C3C(=O)NC(=O)C3ON2c2ccc(Cl)cc2)cc1 (configuration not stated) | -4% | -1.6% | 5% | -3% |
| 20 | Cc1cccc(N2C(=O)CS(=O)(=O)C23C(=O)N(Cc2c(F)cccc2Cl)c2ccccc23)c1 (configuration not stated) | 9%[10.9 µM] | ? | 16% | 2% |
| 23 | CC1CN(C(=O)N2CCC(C(=O)N3CCN(c4ccccc4)CC3)CC2)c2cc(Cl)ccc2O1 (configuration not stated) | -12%[10.9 µM] | ? | 10% | ? |
| 30 | Cc1nn(Cc2ccc(Cl)cc2Cl)c(C)c1NC(=O)CCl | · | · | 18µM* | 5.6µM* |
| 33 | O=C1OCCC1Sc1nnc(-c2ccc(Cl)cc2)n1Cc1ccccc1 (configuration not stated) | · | · | 21% | 11% |
| 38 | COc1ccc(S(=O)(=O)N2CCC(C(=O)NCc3ccccn3)CC2)cc1Cl | -10% | 0.2% | -2% | 7% |
| 42 | Cn1c(=O)n(CCCOc2ccc(Cl)cc2)c2ccccc21 | -10% | ? | -15% | -2% |
| 52 | Cc1c(Cl)cccc1NC(=O)CSc1ncccc1C(=O)Oc1ccccc1Cl | -13%[10.9 µM] | 0.1% | -10% | ? |
| 54 | CN1CCN(Cc2c(O)ccc3c(=O)c(Oc4ccccc4Cl)c(C(F)(F)F)oc23)CC1 | -9% | 1.5% | 21% | -4% |
| 59 | Cc1c(NS(=O)(=O)c2ccccc2)cc(Cl)c(O)c1C | · | · | 3% | 3% |
| 62 | O=C(Nc1nnc(SCc2ccc(Cl)cc2)s1)c1ccco1 | 13% | -0.3% | 2% | 9% |

This is a random part of the collection (roughly 1.7% active in at least one column).
